Compound activity from PubChem.
PHOSPHO1 inh = PubChem AID 1565; hit rate 1.1% among 290,000; Phosphoethanolamine/phosphocholine phosphatase (Homo sapiens), Q8TCT1; inhibition, % at 13.3 µM; recombinant PHOSPHO1, absorbance phosphatase assay; in the data active means inhibition above about 60%
CRFBP-R2 block = antagonists of CRF-BP/CRF-R2 complex, primary screen, cell-based, HEK293, calcium dye fluorescence, uHTS; hit rate 0.59% among 350,000; CRF-induced calcium fluorescence; inhibition, % at 11.8 µM;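 active means inhibition of the ligand-induced calcium signal above about 50% at the single tested concentration, limit read from the data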
IDE cell inh = human IDE inhibitors in live cells, primary screen, fluorescence polarization, HEK cells, FAbetaB substrate | Insulin-degrading enzyme (Homo sapiens), P14735 | FAbetaB cleavage | inhibition, % at 5.59 µM | hit rate 0.41% among 320,000 | AID 434962, 2010;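 active means percent inhibition above the average of all tested compounds plus 3 SD, set per screening campaign, cut at about 16% in these data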;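 further: IDE supplied by intact live HEK cells; FP after avidin binding of uncleaved biotin substrate so inhibition keeps polarization high; 0% = DMSO wells and 100% = 60 µM reference IDE inhibitor Ii1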
GalR3 antag = GalR3 antagonists in HEK293 cells, primary screen, cell-based, fluorescence readout. AID 651719, 2012. HEK293 GalR3-CNG cAMP membrane potential fluorescence; galR3 body fused to GalR1 C-terminus. inhibition, % at 3 µM. hit rate 0.44% among 360,000. Galanin receptor type 3 (Homo sapiens), O60755;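 active means inhibition above the screen-wide average plus 3 SD, cut at about 13% in these data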;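 further: forskolin and galanin both at EC90 stimulate the cells; cAMP rise reported by CNG channel membrane potential dye signal; 0% = forskolin plus galanin with DMSO and 100% = forskolin alone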
CHRM4 PAM = human M4 muscarinic receptor positive allosteric modulators, primary screen, CHO-K1 cells, Fluo-8 calcium fluorescence; activation, % at 3 µM; hit rate 0.4% among 360,000; CHO-K1 hM4/Gqi5, ACh EC20; 0% = ACh EC20, 100% = maximal ACh; Muscarinic acetylcholine receptor M4 (Homo sapiens), P08173;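 active means activation above its plate's cutoff, the mean activation of sample wells plus 3 SD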; further: some results filed as inactive read as strong as hits
Target sequence (P08173 whole entry, looked up): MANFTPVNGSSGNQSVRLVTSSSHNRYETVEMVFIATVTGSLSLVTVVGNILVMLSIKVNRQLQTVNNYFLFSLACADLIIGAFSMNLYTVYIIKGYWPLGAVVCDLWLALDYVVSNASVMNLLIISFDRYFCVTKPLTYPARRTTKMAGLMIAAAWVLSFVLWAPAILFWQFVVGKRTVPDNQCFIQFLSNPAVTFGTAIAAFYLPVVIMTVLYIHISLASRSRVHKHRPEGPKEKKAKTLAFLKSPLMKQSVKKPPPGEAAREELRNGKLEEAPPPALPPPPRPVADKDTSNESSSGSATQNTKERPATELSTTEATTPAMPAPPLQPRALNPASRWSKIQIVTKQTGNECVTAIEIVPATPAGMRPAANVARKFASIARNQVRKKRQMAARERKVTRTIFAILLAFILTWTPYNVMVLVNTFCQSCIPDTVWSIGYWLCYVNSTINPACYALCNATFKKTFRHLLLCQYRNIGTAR
MEKK3 PB1 HTS = modulators of MEKK3-MEK5 PB1 binding, primary screen, biochemical, wildtype MEKK3, multiplex bead flow cytometry, Alexa488-MEK5 | bead-based flow cytometry, Alexa488-MEK5 binding to MEKK3; actives lie on both sides; 0 = blocked by unlabeled MEK5, 100 = vehicle | Mitogen-activated protein kinase kinase kinase 3 (Homo sapiens), Q99759 | hit rate 1.4% among 290,000 | binding response (% of control), % at 10 µM;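 active means binding response more than 3 SD above or below the average of its plate-row segment, actives on both sides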;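 further: Alexa488 bead fluorescence after subtracting the streptavidin-only scavenger bead signal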
Target sequence (Q99759 whole entry, looked up): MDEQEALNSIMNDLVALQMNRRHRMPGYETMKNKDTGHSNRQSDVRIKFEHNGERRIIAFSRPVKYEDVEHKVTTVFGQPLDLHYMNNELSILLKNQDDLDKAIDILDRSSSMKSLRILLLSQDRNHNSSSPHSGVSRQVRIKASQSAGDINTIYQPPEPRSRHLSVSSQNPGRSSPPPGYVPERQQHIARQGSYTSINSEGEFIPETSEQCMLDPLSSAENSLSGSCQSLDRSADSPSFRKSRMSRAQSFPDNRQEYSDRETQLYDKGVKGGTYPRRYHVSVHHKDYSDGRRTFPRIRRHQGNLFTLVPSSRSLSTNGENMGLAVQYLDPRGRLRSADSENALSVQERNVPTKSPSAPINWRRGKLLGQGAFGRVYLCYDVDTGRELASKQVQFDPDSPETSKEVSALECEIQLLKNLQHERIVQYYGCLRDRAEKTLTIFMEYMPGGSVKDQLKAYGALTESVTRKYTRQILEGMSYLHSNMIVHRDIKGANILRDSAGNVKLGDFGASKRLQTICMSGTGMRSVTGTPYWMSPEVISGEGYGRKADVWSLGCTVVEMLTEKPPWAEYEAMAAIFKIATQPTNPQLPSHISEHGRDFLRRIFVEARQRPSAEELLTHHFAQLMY
CRFR2-BP ag = agonists of CRF-BP/CRF-R2 complex, primary screen, cell-based, HEK293, calcium dye fluorescence, uHTS | AID 588473, 2011 | hit rate 0.46% among 350,000 | CRF-binding protein / CRF receptor 2 complex (human) | calcium dye fluorescence (FLIPR); percent of saturating CRF peptide response | activation, % at 13.2 µM;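 active means activation of at least 50%, plus an integration ratio under a set limit after plate pattern correction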;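 further: plate controls were neutral control wells without compound for no effect and CRF at EC100 for full effect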
IDE cell activ = human IDE activators in live cells, primary screen, fluorescence polarization, HEK cells, FAbeta-B substrate; Insulin-degrading enzyme (Homo sapiens), P14735; AID 493087, 2011; FAbeta-B cleavage; 0% vehicle, 100% cell-free pure enzyme wells; hit rate 0.073% among 340,000; activation, % at 5.96 µM;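 active means activation above the mean of all tested compounds plus 3 SD, set per screening campaign, cut at about 17% in these data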
pCIP destab = p/CIP-EGFP fusion destabilizers, primary screen, fluorescence, F442A cells. decrease of EGFP signal, % at 10 µM. Q05BA5. AID 1984, 2009. 16 h. hit rate 0.01% among 290,000;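 active means EGFP signal decrease of at least 30% at 10 µM or well 3 SD below plate mean, unless failing retest; inactive means the rest, including hits failing retest or dose response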; further: some compounds called inactive have numbers as strong as hits; many of its hits are not listed in these tables
* marks the source's active call; other numbers are inactive results; . = no result given.

PHOSPHO1 inh	CRFBP-R2 block	IDE cell inh	GalR3 antag	CHRM4 PAM	MEKK3 PB1 HTS	CRFR2-BP ag	IDE cell activ	pCIP destab	compound
-21	7	0	-2	-12	100	-1.6	5	4	CCOC(=O)c1c(C)[nH]c(C)c1C(=O)COc1ncnc2ccccc12
-7	19	2	-3	5	104	-0.5	3	-14	Cc1ccc(C(C(=O)NC2CCCCC2)N(C(=O)c2csnn2)C2CC2)o1 (centres undefined)
.	16	.	-1	6	.	-1.5	5	.	Nc1cc(S(=O)(=O)O)cc2ccc(S(=O)(=O)O)cc12
0	25	-7	1	-1	78	-1.2	-2	5	COc1ccc(-c2noc(CCC(=O)N(C)c3cccc(C)c3)n2)cc1
37	14	2	-3	-2	103	-1.2	3	0	Cc1cc(C(=O)O)n(C(C)(C)C)n1
20	7	2	-4	-9	101	-0.1	-2	-6	COc1ccc(/C=N/NC(=O)c2cc(C)oc2C)cc1OCc1ccccc1
12	1	1	-3	-1	94	0.3	1	0	C/C(Nc1ccc(Cl)cc1)=C(/C#N)C(N)=O
-7	-23	11	1	0	.	-1.2	2	-6	COc1ccc(C2C(C#N)=C(SC)NC3=C2C(=O)CC(C)(C)C3)cc1 (centres undefined)
.	8	4	-9	0	.	-2.9	-8	.	COc1ccc(-c2sc3ccc(N4CCOCC4)cc3c2-c2ccc(O)cc2)cc1
24	-1	0	-4	-1	91	-1.9	7	-8	O=C(N/N=C/c1cc([N+](=O)[O-])ccc1O)C12CC3CC(CC(C3)C1)C2
44	-2	1	1	-2	95	1.3	1	0	CCOC(=O)C1(Cc2ccc(OC)cc2)CCN(C(=O)C2CCCO2)CC1 (centres undefined)
.	41	.	-9	-5	.	-2.2	3	.	O=S(=O)(Cc1ccc(Cl)cc1)Oc1ccc(Cl)cc1
-50	-5	0	-4	-6	99	-1.0	-4	-14	CSc1nsc(/C=C/Nc2cccc(Cl)c2)c1C#N
-1	-7	1	-7	-6	105	0.3	3	-69	Cc1ccc2c(c1)N(C)/C(=C/c1cccc[n+]1C)S2
-6	-4	1	-4	1	128*	1.0	4	-16	COc1cc(/C=N/S(=O)(=O)CCc2ccccc2)cc(OC)c1O
11	11	8	-8	-1	100	-0.5	3	6	C=CCNCc1cccn1-c1sc2c(c1C#N)CCCC2
23	-1	-6	-2	7	101	1.6	5	-12	O=C(N/N=C/c1ccccc1O)C(=O)N1CCCCCC1
-17	-7	8	0	18	97	4.2	5	-2	COCCNC(=O)C(c1ccco1)N(C(=O)Cn1nnc2ccccc21)c1cccc(C)c1C (centres undefined)
14	0	0	-3	3	104	-1.8	4	0	Cc1ccc(NC(=O)CC(C)CC(=O)NCc2ccccc2)cc1Cl (centres undefined)
-46	-16	1	0	9	100	-0.6	3	-14	N#Cc1c(NC(=O)COC(=O)c2ccc(S(=O)(=O)N3CCCC3)cc2)sc2c1CCCCC2
4	4	2	-5	-1	107	-0.7	-4	-15	COc1ccc(NC(=O)CCNS(=O)(=O)c2ccc3c(c2)c(=O)n(C)c(=O)n3C)cc1
32	-13	-1	-2	-12	105	0.6	0	0	COc1ccc(C(=O)Nc2cc(C)nn2-c2nc3ccccc3[nH]2)c(OC)c1
-14	-4	-5	0	13	94	1.9	6	2	COc1ccc(/C=N\NC(=O)c2ccc(=O)[nH]n2)cc1O
4	-9	0	0	-1	94	-0.3	.	-1	CCOC(=O)[C@@H]1CCN(Cc2ccccc2)C[C@H]1c1ccccc1
34	-6	-4	-9	4	105	1.0	2	1	Cc1c(C(=O)N(Cc2nccn2C)C(C)C)oc2c(F)cccc12
-23	-9	-1	-9	5	101	0.7	7	9	Cc1ccc(S(=O)(=O)Nc2nc(C)cc(NCCN)n2)cc1
-21	15	-1	-4	2	97	-1.5	-1	-2	CCOc1ccc2nc(N3C(=O)/C(=C/c4ccccc4)NC3=S)sc2c1
-34	1	-1	-5	-3	82	-0.9	5	4	Cc1c(NC(=O)c2cccs2)cccc1[N+](=O)[O-]
20	-9	-3	-4	-1	102	-0.4	6	-22	O=C(CSc1nnc(NC(=O)Cc2ccccc2)s1)NCc1ccco1
.	13	.	2	1	.	-5.0	4	.	CC(C)c1ccc(C2OCCCO2)cc1
41	0	8	1	-5	98	2.2	-1	-10	CCOc1ccc(S(=O)(=O)NCCC(=O)NCC2(N3CCCCC3)CCCCC2)cc1
.	-12	.	-8	2	.	-1.6	.	.	O=C(NCCS(=O)(=O)NCc1cccs1)c1ccccc1
4	-6	-5	-3	5	99	0.5	4	-4	CC(=O)NC(CC(=O)Nc1cccc(S(=O)(=O)N2CCCC2)c1)c1ccccc1 (centres undefined)
2	21	5	-2	-4	98	-2.3	9	-16	COC(=O)c1c(-c2cccc(OC)c2)csc1N
-3	-9	2	60*	7	100	7.1	-1	-3	CC1CC(=O)NN=C1c1ccc(N(C)C)c([N+](=O)[O-])c1 (centres undefined)
29	-18	6	-7	-2	100	4.6	1	12	COC(=O)c1sccc1N/N=C(\C)c1ccc(F)c(Cl)c1
.	2	.	-7	-2	.	-0.1	1	.	CN(C(=O)c1ccc(NC(=O)Cc2ccc(NC(=O)C3CCCN(C(=O)C4CC4)C3)cc2)cc1)C1CCCC1 (centres undefined)
15	-6	-3	-1	-5	97	0.1	-3	-7	N#CC1=C2SCC(O)(c3ccccc3)N2C(=O)CC1c1ccccc1 (centres undefined)
34	17	6	8	5	98	0.4	-1	2	COC(=O)c1c(-c2cccc(C)c2)csc1NC(=O)C1CCCO1 (centres undefined)
.	-9	5	-6	-6	.	0.5	-1	.	O=C(CCS(=O)(=O)c1ccccc1)Nc1ccc(N2CCN(Cc3ccccc3)CC2)cc1
28	-6	5	3	-5	96	-1.5	-7	-26	COC(=O)c1sc(NC(=O)c2c(OC)cccc2OC)c(C#N)c1C
31	-1	-4	5	1	96	-1.8	4	-10	CCOC(=O)N1CCC(NC(=O)CS(=O)(=O)Cc2nc(-c3cccc(Cl)c3)oc2C)CC1
-13	10	1	1	9	102	3.1	2	3	NC(=O)CC(NC(=O)Cc1ccc(Br)cc1)c1ccc(NCCN2CCOCC2)c([N+](=O)[O-])c1 (centres undefined)
-4	-24	4	2	7	.	-1.3	3	1	O=C(Nc1ccc(Cl)cc1)N1CCSCC1
-22	-7	3	-7	11	101	0.5	-2	7	COc1ccc(CCNC(=O)C23CN(Cc4ccccc4)CC2C(c2ccc([N+](=O)[O-])cc2)=NO3)cc1 (centres undefined)
13	-9	7	-3	1	107	-0.8	6	-4	Cc1n[nH]c(C)c1CCNC(=O)C1CCC(=O)N(Cc2ccccc2F)C1 (centres undefined)
46	4	1	-5	0	98	-1.3	1	-9	CCOC(=O)c1ccc(S(=O)(=O)Nc2ccc3cn[nH]c3c2)cc1
29	0	-2	-7	0	101	0.9	-5	-6	Cc1nnc(SCc2nnc(-c3ccccc3Br)o2)n1-c1ccccc1
.	-5	1	3	13	.	-4.0	6	.	NC(=O)c1cc([N+](=O)[O-])ccc1NCc1cccc(N)c1
37	10	1	-2	2	98	-1.3	.	-5	CC(c1n[nH]c(=S)n1-c1ccccc1)N1CCCCC1 (centres undefined)

Later entries
PHOSPHO1 inh	CRFBP-R2 block	IDE cell inh	GalR3 antag	CHRM4 PAM	MEKK3 PB1 HTS	CRFR2-BP ag	IDE cell activ	pCIP destab	compound
1	-12	2	1	2	98	-0.8	-1	-6	CCCS(=O)(=O)N1CCN(CCCc2ccccc2)CC1
-64	-185	16	-6	-38	91	235*	-19	-31	N#C/C(=C\c1coc2ccc(O)cc2c1=O)C(=O)Nc1nc2ccccc2s1
35	16	2	2	5	98	0.2	7	-13	O=C(CN1CCN(Cc2ccccc2F)C1=O)NCCN1CCOCC1
8	9	1	-2	5	103	1.0	0	5	Nc1nc(-c2ccc(Cl)cc2)nn1C(=O)c1cccs1
35	-4	1	-1	-5	105	-0.7	2	-2	O=C(NCCO)c1ccc2nc(Cc3cccc(Cl)c3)oc2c1
14	8	10	-10	-8	94	-0.7	-2	-6	Cc1ccc(-n2nc(C(N)=O)nc2-c2ccccc2)cc1
-11	10	-1	-11	1	109	-0.8	-7	5	CCn1c(SCc2nc(-c3ccc(OC)c(OC)c3)no2)nnc1-c1cccs1
13	-20	1	-3	4	99	-1.6	2	-7	CC(C)CCC(O)(CCC(C)C)C(=O)NN1CCCCC1
25	-17	5	-3	0	102	-0.1	12	-8	Cc1ccccc1C1NC(c2ccccc2C)C([N+](=O)[O-])C(C)(C)C1[N+](=O)[O-] (centres undefined)
-1	20	-1	-3	-6	89	0.7	3	-10	O=C(Cc1ccc(F)cc1)Nc1ccccc1Sc1ccccc1

Profiles from above. Order of screens: PHOSPHO1 inh, CRFBP-R2 block, IDE cell inh, GalR3 antag, CHRM4 PAM, MEKK3 PB1 HTS, CRFR2-BP ag, IDE cell activ, pCIP destab
Nc1nc(-c2ccc(Cl)cc2)nn1C(=O)c1cccs1 in the list: 8, 9, 1, -2, 5, 103, 1.0, 0, 5
CC(C)CCC(O)(CCC(C)C)C(=O)NN1CCCCC1 in the list: 13, -20, 1, -3, 4, 99, -1.6, 2, -7
Cc1ccc(-n2nc(C(N)=O)nc2-c2ccccc2)cc1 in the list: 14, 8, 10, -10, -8, 94, -0.7, -2, -6

(continued)
PHOSPHO1 inh	CRFBP-R2 block	IDE cell inh	GalR3 antag	CHRM4 PAM	MEKK3 PB1 HTS	CRFR2-BP ag	IDE cell activ	pCIP destab	compound
40	4	4	-4	0	103	-0.1	3	-6	Cc1cccc(NC(=O)N2CCC(C(=O)c3ccc(F)cc3)CC2)c1
22	-1	-2	-6	0	99	-0.6	8	-11	COc1ncccc1-c1nnn(-c2ccc(F)cc2)n1
28	-6	-3	6	17	82	2.4	3	5	COc1ccc(C(=O)COC(=O)C2CCC(=O)N2)cc1 (centres undefined)
11	17	-6	-3	6	99	-0.3	-4	6	COc1ccc(Cc2nnc(N/N=C/c3ccc(C)o3)[nH]c2=O)cc1
6	1	.	-9	-2	102	1.0	0	2	CCc1nc(Nc2ccccc2O)c2oc3ccccc3c2n1
-10	-2	-5	-7	-5	157*	2.7	4	-3	CCC(C)NCCOc1cccc(Br)c1 (centres undefined)
1	-50	-4	-6	1	89	-2.4	5	-13	Cc1ccc(-n2c(Cc3cccc4ccccc34)n[nH]c2=S)c(C)c1
37	11	0	-11	-1	98	-2.5	1	7	Nc1ccc(C(=O)c2cccs2)cn1
25	16	2	-2	-7	99	1.2	3	-20	Cc1ccc(OCC(=O)c2cc(C)n(Cc3ccco3)c2C)c([N+](=O)[O-])n1
-19	3	0	2	-16	100	0.1	5	-11	CCC(Sc1nc2cc(OC)c(OC)cc2c(=O)n1CCc1ccc(OC)c(OC)c1)C(=O)NCCOC (centres undefined)
6	4	0	-3	3	100	-0.9	0	7	O=C(O)CCCC(=O)Nc1ccc(Br)cc1
48	-5	3	-6	3	103	0.0	4	9	O=C1CCCc2ccccc2N1
11	-7	1	2	6	100	1.2	-3	5	CCCCc1cc(=O)oc2c(CN(C)C)c(O)c(Cl)cc12
